Screening results deposited in PubChem BioAssay by several laboratories.
Diaphorase act: counter-screen for diaphorase-based assays: diaphorase activators and chemical reducers; Diaphorase/resazurin coupled assay, resorufin fluorescence, 16 min; hits give high values; 1 = vehicle wells, 0 = NADH-free wells; activation factor at 20 µM; hit rate 0.005% among 190,000;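 active = diaphorase activity raised at least twofold by the compound at 20 µM; inactive = activation factor below 2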
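Material: Purified diaphorase enzyme from Clostridium kluyveri | Buffer or medium: 50 mM HEPES pH 7.4 with 4.542 mM MgCl2, 0.005% Tween 20 | Times: 16 min enzyme reaction, ambient temperature | Signal: Red resorufin fluorescence at 544/590 nm excitation/emission | Measure: Increased resorufin signal from activators or reducing compounds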
NF-kB neuron act: NF-kB expression increase, human neuronal cells | NF-kB reporter expression; hits give high values | fold change at 12.5 µM | hit rate 1.6% among 190,000 | AID 1239; in the data active = fold change above about 3.3
G6PDH CS: inhibits Leuconostoc G6PDH, flagging false hits in G6PDH-based assays; Purified L. mesenteroides G6PDH, diaphorase/resazurin coupled fluorescence, 45 min; inhibition, % at 5 µM; hit rate 0.12% among 200,000; AID 1020; in the data active = inhibition above about 50%
APP 5'UTR act: APP 5'UTR luciferase reporter activation. SH-SY5Y APP 5'UTR luciferase reporter, luminescence; zero percent = DMSO vehicle wells. activation, % at 2 µM. hit rate 1% among 190,000. AID 1276;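 active = activation above a set limit, based on mean plus 3 SD of controls, cut at about 140% in these data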; also: values of inactives mirror those of a sister screen read the other way
FLuc stim CS: firefly luciferase counter-screen for stimulation assays. ATPlite luciferase biochemical, luminescence, 10 min; 0 = ATP-free wells, 1 = DMSO control. activation factor at 10 µM. 200,000 tested, under 10 active. AID 1027;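 active = luciferase activation factor, scaled between plate controls, of at least 2 with compound at 10 µM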
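Assay system: Luciferase/luciferin detection reagent, cell-free biochemical luciferase assay / Read-out: luciferase activation / Benchmarks: No-ATP low control, compound-free enzyme-plus-ATP high control / Medium: PBS buffer for ATP / Detection: luminescence measurement of luciferase light output / Schedule: 10 min at ambient temperature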
Diaph inh CS: inhibits diaphorase or chemically oxidizes, flagging diaphorase assay artifacts. diaphorase resazurin-to-resorufin fluorescence, NADH, 16 min; bacterial (C. kluyveri) enzyme, not human. inhibition, % at 20 µM. hit rate 0.69% among 190,000. AID 1217;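 active = primary screen inhibition at 20 µM above a set limit, cut at about 50% in these data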;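 also: plate controls were DMSO with full reaction for no effect and wells lacking NADH for full effect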
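Assay system – diaphorase enzyme from Clostridium kluyveri · Amount – diaphorase 0.14 U/mL (working solution) · Times – reaction incubation of 16 min at room temperature · Controls – No-NADH positive control and DMSO neutral control · Signal – resorufin fluorescence 544/590 nm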
FLuc inh counter: inhibits firefly luciferase, flagging false hits in luciferase inhibition screens; AID 1006; ATPLite firefly luciferase biochemical luminescence, 10 min; inhibition, % at 10 µM; P08659; hit rate 1.5% among 200,000;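 active = inhibition above about 50% when tested at 10 µM, limit read from the data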
STAT1 act: increases IFN-gamma driven STAT1 reporter signal. NIH 3T3 STAT1-luciferase reporter, luminescence; 100% = IFN-gamma alone, no compound. activation (% of control), % at 5.5 µM. AID 932. hit rate 2.6% among 200,000;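 active = activation above the screen-wide mean activation plus 3 SD, cut at about 130% in these data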;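 also: raw ratio to IFN-gamma control signal so 100% means no change and 0% no light; values of inactives mirror those of a sister screen read the other way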
TLR4-MyD88 BLA: TLR4-MyD88 interaction inhibition in cells; HeLa CL3-4 TLR4/MyD88 BLA complementation, FRET ratio; AID 861; hit rate 0.18% among 200,000; inhibition, % at 8.4 µM; in the data active = inhibition above about 25%;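 also: 0% = vehicle and 100% = reference inhibitor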
APP transl inh: APP translation inhibition; SH-SY5Y APP 5'UTR-luciferase reporter, luminescence; inhibition, % at 2 µM; hit rate 0.82% among 190,000; AID 1285;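 active = inhibition above a set limit, derived from the sample mean plus 3 SD, cut at about 45% in these data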; also: values of inactives mirror those of a sister screen read the other way
Starred values were filed as active, the others as inactive; nt = no result given.

SMILES	Diaphorase act	NF-kB neuron act	G6PDH CS	APP 5'UTR act	FLuc stim CS	Diaph inh CS	FLuc inh counter	STAT1 act	TLR4-MyD88 BLA	APP transl inh
COCCn1c(C)cc(C(=O)COC(=O)CCN2C(=O)c3ccccc3C2=O)c1C	0.8	0.97	-6	15	0.9	16	6	99	-8	-16
O=C(O)c1ccccc1NS(=O)(=O)c1cccc2cccnc12	0.9	1	-2	7	1.1	10	-7	95	5	-7
CCc1c(C)nc(N)nc1OCC(F)(F)C(F)F	0.8	1	-2	-2	1.1	20	-7	94	12	2
Nc1c(S(=O)(=O)c2cccc(Cl)c2)c2nc3ccccc3nc2n1/N=C/c1ccc(O)c(O)c1	0.6	1.4	-3	-2	1	40	-1	109	-8	2
Cn1cc(/C=N/n2cnc3scc(-c4ccccc4)c3c2=O)c2ccccc21	0.7	0.85	6	-92	1.1	28	-9	100	12	92*
CC(C)CCNC(=O)CN(Cc1ccco1)C(=O)c1snc(C(N)=O)c1N	1	1.1	16	0	1.1	-4	-6	107	-1	0
O=C(COC(=O)c1ccc2c(c1)C(=O)N(c1cccc3ncccc13)C2=O)c1ccc(Cl)cc1	1	1.2	-3	5	1	-2	-2	101	-10	-5
COc1cccc(NC2CC(=O)N(CCc3ccccc3)C2=O)c1 (centres undefined)	0.9	1	4	-4	1	11	-2	101	-2	4
C=CCn1c(=N)n(CC(=O)OCC)c2ccccc21	0.9	1	2	-3	1.1	11	-7	103	2	3
CCCOC(=O)Nc1cc(OC)ccc1[N+](=O)[O-]	1	1.7	3	0	1	2	-4	113	-13	0
CCOC(=O)C1CCCN(C(=O)CN2CCN(Cc3ccc(Cl)cc3)C2=O)C1 (centres undefined)	0.8	0.86	-3	-1	1	16	-4	93	-11	1
Cc1ccc(C(=O)NCCCc2ccccc2)s1	1	2.5	13	65	0.9	4	10	125	15	-65
Cc1cc(C)nc(NCC(O)CNc2ccccc2Cl)n1 (centres undefined)	0.9	0.91	-2	2	1	14	1	101	2	-2
CN(C)c1ccc(/C=C(\C#N)c2ccccn2)cc1	0.8	1.6	13	95	0	21	97*	52	-12	-95
CCC(CC)C(=O)N1CCN(Cc2nc3ccccc3c(=O)[nH]2)CC1	nt	1.1	12	26	1	nt	-3	104	6	-26
COc1cccc(Nc2nc3ccc(OC)cc3s2)c1	0.8	4.7*	0	195*	0.6	17	40	129*	5	-195
Cc1ccc2sc(-c3ccc(NC(=O)c4cc(-n5cnnc5)ccc4Cl)cc3)nc2c1	1	1.1	-47	156*	0.8	-1	23	149*	3	-156
O=C(CSc1nc(-c2ccccc2)cc(C(F)(F)F)n1)NCc1cccs1	1	1.2	14	2	1	2	-1	98	12	-2
CCC(=O)NC(=S)Nc1ccc(OC)cc1OC	0.9	1.1	3	-13	1	8	5	110	-7	13
CCN(CC)C(=O)C(=O)c1cn(CC(=O)NCC2CCCO2)c2ccccc12 (centres undefined)	0.9	1.1	12	-16	1	12	-1	104	-2	16
COC(=O)c1cc(NC(=O)c2cccc(C(F)(F)F)c2)c(=O)oc1C/C=N/OCc1cccc(Cl)c1Cl	0.9	1.3	-3	3	1	15	-3	100	0	-3
O=C(Nc1ccc(NC(=O)c2ccco2)cc1)c1cnccn1	1	1.6	2	1	0.9	0	13	117	2	-1
O=C(CSCc1ccccn1)Nc1ccccc1	0.9	1.7	-13	6	1	12	-4	102	-1	-6
CCOC(=O)C1=C(O)/C(=C/c2ccccn2)SC1=Nc1ccc(Cl)cc1	0.8	1.2	-18	-11	1.1	25	-10	95	9	12
O=C(C1Cc2ccccc2CN1S(=O)(=O)c1ccc(F)cc1)N1CCOCC1 (centres undefined)	0.9	0.99	12	-3	1	7	-4	98	-9	3

Entries of single compounds, quoted from the list:
Entry for CCCOC(=O)Nc1cc(OC)ccc1[N+](=O)[O-] → Diaphorase act: 1; NF-kB neuron act: 1.7; G6PDH CS: 3; APP 5'UTR act: 0; FLuc stim CS: 1; Diaph inh CS: 2; FLuc inh counter: -4; STAT1 act: 113; TLR4-MyD88 BLA: -13; APP transl inh: 0
Entry for Cc1ccc(C(=O)NCCCc2ccccc2)s1 → Diaphorase act: 1; NF-kB neuron act: 2.5; G6PDH CS: 13; APP 5'UTR act: 65; FLuc stim CS: 0.9; Diaph inh CS: 4; FLuc inh counter: 10; STAT1 act: 125; TLR4-MyD88 BLA: 15; APP transl inh: -65

Three structures out of the list, ordered by heavy-atom count, low to high:
SMILES	Diaphorase act	NF-kB neuron act	G6PDH CS	APP 5'UTR act	FLuc stim CS	Diaph inh CS	FLuc inh counter	STAT1 act	TLR4-MyD88 BLA	APP transl inh
COc1cccc(Nc2nc3ccc(OC)cc3s2)c1	0.8	4.7*	0	195*	0.6	17	40	129*	5	-195
CC(C)CCNC(=O)CN(Cc1ccco1)C(=O)c1snc(C(N)=O)c1N	1	1.1	16	0	1.1	-4	-6	107	-1	0
CCN(CC)C(=O)C(=O)c1cn(CC(=O)NCC2CCCO2)c2ccccc12 (centres undefined)	0.9	1.1	12	-16	1	12	-1	104	-2	16
